Assay outcomes from PubChem BioAssay.
PLCb3 inh: PLC-beta3 (human) inhibition, primary screen. Purified PLC-beta3, fluorogenic substrate, fluorescence. inhibition, % at 12.2 µM. Q01970. AID 720704. actives 0.18% (n = 370,000); in the data active = inhibition above about 11%;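 also: 0% = median of compound wells on plate and 100% = full blocker control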
DAX1 inh-1: DAX1 (NR0B1) inhibition, primary screen; AID 652010; HEK293T StAR-luciferase reporter, SF-1/DAX-1 repression relief; actives 1.1% (n = 370,000); inhibition, % at 6.8 µM;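 active = inhibition above the mean over all tested compounds plus 3 SD, cut at about 3.6% in these data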;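 also: 0% = DAX-1 cells with DMSO and 100% = cells lacking DAX-1 with DMSO; higher inhibition means more luminescence from relief of DAX-1 repression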
GAA850 FXN act: frataxin GAA850 promoter activation; HEK293 lucGAA850 FXN promoter luciferase reporter, 24 h; percent of 10 µM SAHA response; activation, % at 6 µM; actives 0.56% (n = 360,000);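 active = activation above the average of all compounds screened plus 3 SD, cutoff fixed separately per campaign, cut at about 7.5% in these data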;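 also: 0% = DMSO wells and 100% = 10 µM SAHA wells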
ADAM17 inh: inhibits human ADAM17; P78536; recombinant ADAM17, EDANS/DABCYL FRET peptide cleavage; inhibition, % at 6.95 µM; actives 0.83% (n = 370,000); AID 720648;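 active = inhibition above the mean of compounds lying between control limits plus 3 SD, set per campaign, cut at about 8.5% in these data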;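 also: 0% = DMSO-only wells as the low control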
ADAM10 inh: inhibits human ADAM10; O14672; recombinant ADAM10, EDANS/DABCYL FRET peptide cleavage, 3 h; inhibition, % at 7 µM; actives 0.62% (n = 370,000); AID 720582;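 active = inhibition above a per-campaign cutoff equal to the mean of compounds falling between control-based bounds plus 3 SD, cut at about 20% in these data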;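 also: 0% = DMSO wells while the 100% control is not disclosed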
ssDAF-12 act: S. stercoralis DAF-12 activation, primary screen. HEK293 ssDAF-12/GRIP1 lit1-tk-luc reporter, luminescence; % of 3 µM dafachronic acid response. activation, % at 6.8 µM. actives 1% (n = 370,000). AID 652126;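 active = activation above the mean over all tested compounds plus 3 SD, cut at about 0.9% in these data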;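 also: 0% = DMSO-only wells and 100% = 3 µM delta7-dafachronic acid wells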
sPLA2-III inh: Inhibits HGIII-sPLA2 liposome hydrolysis, primary screen. QFRET BODIPY PC-A2 liposome hydrolysis, fluorescence. Q9NZ20. actives 0.56% (n = 370,000). inhibition, % at 12.2 µM;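 active = inhibition above mean plus 3 SD of compounds lying within the high and low control bounds, cut at about 19% in these data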;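 also: 0% = median of test compound wells and 100% = no enzyme DMSO wells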
Target sequence (Q9NZ20 whole entry, looked up): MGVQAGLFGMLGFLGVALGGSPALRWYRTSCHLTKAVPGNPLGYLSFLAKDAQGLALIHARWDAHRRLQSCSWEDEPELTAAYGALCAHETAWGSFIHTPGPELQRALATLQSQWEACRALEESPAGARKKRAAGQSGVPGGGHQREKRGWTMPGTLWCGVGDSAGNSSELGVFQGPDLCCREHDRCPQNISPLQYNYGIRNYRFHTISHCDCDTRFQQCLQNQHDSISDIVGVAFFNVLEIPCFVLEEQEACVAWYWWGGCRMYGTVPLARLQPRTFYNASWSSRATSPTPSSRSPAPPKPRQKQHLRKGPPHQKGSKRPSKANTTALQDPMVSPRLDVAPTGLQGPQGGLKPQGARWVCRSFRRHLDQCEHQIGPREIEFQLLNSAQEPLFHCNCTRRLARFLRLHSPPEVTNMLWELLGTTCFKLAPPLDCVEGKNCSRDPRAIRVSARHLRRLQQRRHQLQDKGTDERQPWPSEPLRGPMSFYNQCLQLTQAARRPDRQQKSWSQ
DAX1 inh-2: inhibits human nuclear receptor DAX1; inhibition, % at 6.75 µM; actives 0.99% (n = 340,000); AID 504766; HEK293 Gal4-DAX1 luciferase reporter, luminescence; P51843;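 active = inhibition above the mean over all tested compounds plus 3 SD, cut at about 4.2% in these data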;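 also: 0% = DAX1-transfected cells with DMSO and 100% = empty-vector control cells with DMSO; inhibition shows as a rise in luminescence from relieved DAX1 repression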
Target sequence (P51843 207-470 limits assumed): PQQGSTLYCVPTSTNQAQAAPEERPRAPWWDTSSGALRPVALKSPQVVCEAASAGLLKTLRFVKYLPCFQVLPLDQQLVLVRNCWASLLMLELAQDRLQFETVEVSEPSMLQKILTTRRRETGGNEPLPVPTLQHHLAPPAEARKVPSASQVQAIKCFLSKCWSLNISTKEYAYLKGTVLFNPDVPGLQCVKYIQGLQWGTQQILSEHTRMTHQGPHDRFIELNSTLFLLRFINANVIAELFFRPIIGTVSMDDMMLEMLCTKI
hcDAF12 agonist: H. contortus DAF-12 activation, primary screen; HEK293 hcDAF-12 lit1-tk-luc reporter, luminescence; 0% DMSO, 100% Δ7-dafachronic acid; activation, % at 6.8 µM; actives 1.4% (n = 370,000); AID 652067;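 active = activation above the mean of all tested compounds plus 3 SD, cut at about 5.5% in these data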;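 also: 100% = response to 3 µM Δ7-dafachronic acid high control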
PLC-gamma1 inh: inhibitors of human phospholipase C gamma1 | P19174 | purified PLC-gamma1, fluorogenic substrate, fluorescence | inhibition, % at 12.2 µM | actives 0.84% (n = 370,000); in the data active = inhibition above about 9.5%
hgDAF-12 ag: hgDAF-12 agonism, primary luciferase screen | HEK293 GAL4-hgDAF12 UAS-luciferase reporter, agonist luminescence; normalized to butyrate control | activation, % at 6.8 µM | actives 1.8% (n = 370,000) | AID 687014;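 active = activation above a cutoff set at the mean of all screened compounds plus 3 SD, cut at about 10% in these data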;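 also: 0% = DMSO wells and 100% = sodium butyrate wells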
The depositor's hits bear a star; i = inactive; nt = no result given.

SMILES	PLCb3 inh	DAX1 inh-1	GAA850 FXN act	ADAM17 inh	ADAM10 inh	ssDAF-12 act	sPLA2-III inh	DAX1 inh-2	hcDAF12 agonist	PLC-gamma1 inh	hgDAF-12 ag
S=C(Nc1ccc2c(c1)OCCO2)Nc1ccccc1Cl	-5	1.9	0.5	-1	-6	-0.2	5	1.3	1.9	-2	4.5
COc1ccc(OCCN2CCC(C(=O)NC(c3ccc(Cl)cc3)c3cnccn3)CC2)cc1 (stereo unspecified)	-1	-0.8	-0.9	-4	-2	-1.6	1	nt	1.5	1	0.7
COc1cc(OC)c(C(=O)OCC(=O)N2CC(=O)Nc3ccccc32)cc1OC	-4	-0.9	2.4	1	0	-1.2	-4	-0.7	-0.7	3	-0.9
Cc1ccc(NC(=O)CSc2nnc(NC(=O)C3CC3)s2)cc1	-8	0.3	0.9	-3	-2	-1.0	3	1.0	-1.4	2	-2.8
CC(C)CC(=O)N1CCN(Cc2cccc(F)c2)CC1	3	0.0	-0.1	3	3	-1.7	3	-1.0	-0.3	4	-2.7
CCCOc1ccc(Cc2c(COCC)[nH]c(=S)[nH]c2=O)cc1	-1	-0.1	1.5	1	-3	-1.4	8	nt	-0.6	-2	1.4
Clc1ccc(CSc2nnc(Cn3cnc4ccccc43)o2)cc1	-1	-3.1	-3.2	2	6	-2.1	-14	-3.0	-5.0	-1	-7.1
CCOC(=O)C1(Cc2ccccc2C)CCCN(C(=O)c2ccccn2)C1 (stereo unspecified)	-5	0.9	4.3	-1	8	-1.2	-4	1.2	-0.1	4	3.1
COc1ccccc1CC(=O)Nc1sc2c(c1C(N)=O)CCCC2	-19	0.5	2.0	1	-6	0.1	-9	-0.2	4.5	-8	2.2
COc1ccccc1N1CCN(c2ncc(C(=O)N3CCN(c4cccc(Cl)c4)CC3)c3ccccc23)CC1	5	0.4	2.5	-8	-4	-0.8	1	nt	-0.5	0	-0.2
COc1ccc(CCn2c(O)cc3nn(-c4nc5ccccc5s4)c(=O)c-3c2C)cc1	-23	-0.1	2.2	1	-1	-0.4	8	0.0	0.5	-12	0.9
Cc1cccc(NC(=S)N2CCN(C(=O)C3CCCO3)CC2)c1 (stereo unspecified)	7	-0.3	0.8	1	3	-0.9	-5	-0.6	-2.4	2	-0.7
Cc1cc2cc(CNC(=O)C3CCCC3)ccc2n1C	-30	-0.3	-0.3	-4	-12	0.1	-2	0.2	1.8	-22	-1.0
CCCOCC1CC(CCc2nc(=S)[nH][nH]2)C(=O)O1 (stereo unspecified)	3	0.5	-1.1	1	-9	-0.8	7	-0.1	-2.5	2	-4.1
COc1cccc(COC(=O)c2cc(=O)[nH]c3ccc(S(=O)(=O)N4CCOCC4)cc23)c1OC	-8	-1.8	1.1	-6	-24	-0.7	-3	-0.3	-0.6	-46	1.1
Cc1onc(-c2ccccc2)c1C(=O)NCC1COc2ccccc2O1 (stereo unspecified)	0	-0.4	0.9	-1	4	-1.2	-8	1.3	-1.8	0	-1.4
C[C@@H]1CN([C@@H](C)CO)C(=O)CCCn2nncc2CO[C@@H]1CN(C)S(=O)(=O)c1cn(C)cn1	-1	0.7	1.5	3	-2	-1.0	8	0.7	0.8	-1	-1.0
O=C(NN=C1CCC(c2ccccc2)CC1)c1ccccc1-n1cccc1 (stereo unspecified)	-5	-0.2	1.7	-3	-7	-1.2	-13	0.7	-0.6	-7	-0.6
COc1cc2c(cc1OC)CN(Cc1ccc(F)cc1)CC2	i	0.3	-0.1	-444	i	-1.0	4	1.4	0.4	i	-0.4
O=C1Nc2ccccc2N(O)N1c1ccc(S(=O)(=O)Nc2ccccn2)cc1	-5	0.7	0.3	0	0	0.9*	1	1.0	3.3	4	3.1
Cc1ccc(-c2noc(CCC(=O)Nc3cccc(C#N)c3)n2)cc1	1	-0.4	-0.3	0	2	-1.3	-2	0.9	-0.7	1	-1.0
COC(=O)C1=C(COc2ccccc2)NC(=O)NC1c1ccc2ccccc2c1 (stereo unspecified)	-2	-0.3	nt	-3	-7	-1.6	2	nt	-2.2	1	-2.9
Cc1ccc(-c2csc(NC(=O)CCNC(=O)c3ccc(Cl)cc3)n2)cc1	2	0.3	-0.2	2	0	-1.3	-1	-1.4	-1.1	2	1.9
COCCn1c(=NC(=O)c2sc3ccccc3c2Cl)sc2cc(S(N)(=O)=O)ccc21	-35	0.1	1.1	-3	-26	-1.6	-7	1.0	-0.5	-28	0.6
C[C@H](CO)N1C[C@H](C)[C@H](CN(C)C(=O)Nc2ccc3c(c2)OCO3)OCc2cnnn2CCCC1=O	-17	-0.6	nt	0	-7	-1.0	4	nt	0.6	-10	-0.3

Record cards (already shown). Values in the order: PLCb3 inh, DAX1 inh-1, GAA850 FXN act, ADAM17 inh, ADAM10 inh, ssDAF-12 act, sPLA2-III inh, DAX1 inh-2, hcDAF12 agonist, PLC-gamma1 inh, hgDAF-12 ag
Listed for `O=C(NN=C1CCC(c2ccccc2)CC1)c1ccccc1-n1cccc1` (stereo unspecified) = -5, -0.2, 1.7, -3, -7, -1.2, -13, 0.7, -0.6, -7, -0.6
Listed for `COc1cccc(COC(=O)c2cc(=O)[nH]c3ccc(S(=O)(=O)N4CCOCC4)cc23)c1OC` = -8, -1.8, 1.1, -6, -24, -0.7, -3, -0.3, -0.6, -46, 1.1
Listed for `CCOC(=O)C1(Cc2ccccc2C)CCCN(C(=O)c2ccccn2)C1` (stereo unspecified) = -5, 0.9, 4.3, -1, 8, -1.2, -4, 1.2, -0.1, 4, 3.1

Some of these compounds in order of their number in sPLA2-III inh, high to low.
molecule	sPLA2-III inh
Cc1ccc(-c2csc(NC(=O)CCNC(=O)c3ccc(Cl)cc3)n2)cc1	-1
CCOC(=O)C1(Cc2ccccc2C)CCCN(C(=O)c2ccccn2)C1 (stereo unspecified)	-4
COc1ccccc1CC(=O)Nc1sc2c(c1C(N)=O)CCCC2	-9

(more compounds)
SMILES	PLCb3 inh	DAX1 inh-1	GAA850 FXN act	ADAM17 inh	ADAM10 inh	ssDAF-12 act	sPLA2-III inh	DAX1 inh-2	hcDAF12 agonist	PLC-gamma1 inh	hgDAF-12 ag
CS(=O)(=O)N(Cc1ccccc1Cl)c1ccc(C(=O)N2CCCC2)cc1	-4	0.7	2.1	-2	3	-2.0	-5	-0.1	-2.0	0	-2.5
O=C(c1ccc(Cl)cc1)N1CCOc2ccccc21	-3	0.3	-0.1	-1	6	-0.3	0	0.7	2.5	2	3.6
C[C@@H]1CCCCO[C@@H](CN(C)C(=O)Cc2ccccc2)[C@@H](C)CN([C@H](C)CO)C(=O)c2cc(NC(=O)C3CCCCC3)ccc2O1	-1	-1.3	-0.7	-3	-12	-1.0	-8	0.8	-1.5	-1	2.1
CN1c2ccccc2Oc2nnc(N3CCN(Cc4ccccc4)CC3)cc21	i	0.2	2.5	-455	i	-1.7	-6	-2.6	-0.8	i	10*
Cc1ccc(S(=O)(=O)CC(=O)Nc2ccc3nc(C)sc3c2)cc1	-7	-0.3	-1.8	-2	-4	-1.1	-8	0.1	-0.1	-1	-0.9
O=C(CNS(=O)(=O)c1ccc(Cl)cc1)N1CCN(c2ccc(F)cc2)CC1	-5	-0.9	-1.3	3	10	-1.1	-11	-1.1	-1.6	3	2.1
C=CCn1c(O)c(N=Nc2ccccc2C)c2ccccc21	-3	0.3	nt	-6	-9	0.2	0	nt	3.6	-4	-1.6
COC(=O)[C@]12C[C@H](CC(=O)NCCc3ccccc3OC)C(=O)N(Cc3ccc4c(c3)OCO4)C1=C[C@H](C(C)(C)C)O[C@@H]2C	2	-1.7	nt	4	11	-0.5	-7	nt	-1.1	-3	-0.8
Nc1cccc2c1C(=O)N(C(=O)/C=C/c1ccc(F)cc1)C2=O	-141	-0.9	2.7	-14	-36	-1.2	-1	-0.4	-0.6	-94	0.4
Cc1nc(SCC(=O)N(C)C2CCS(=O)(=O)C2)c(C#N)c(C)c1C (stereo unspecified)	-30	2.3	1.1	2	-30	-1.9	12	1.9	0.0	-15	-0.5
COc1ccc(NC2c3ncccc3C(=O)N2Cc2ccccc2)c(OC)c1 (stereo unspecified)	-4	-0.3	4.7	-5	-6	-0.7	-2	-0.7	-1.1	-5	-0.2
O=C(COC(=O)c1cc(-c2ccccc2)nc2ccccc12)NC1CC1	-39	-1.4	0.0	-81	-316	-0.8	-2	0.0	-2.3	-30	-1.5
CCc1nc2c(OCc3ccc(Cl)cc3Cl)cccn2c1N(C)C(=O)c1ccccc1F	11*	-2.9	-0.5	6	5	-2.1	-8	nt	-2.2	4	-5.7
O=C(NCc1cccc(Cl)c1)c1ccc(-c2csnn2)cc1	-6	-0.2	-0.6	-6	-19	-0.8	16	-0.9	-1.7	8	-2.2
CC(C)(C)c1cc(C(F)(F)F)n2ncc(-c3ccccc3)c2n1	1	0.2	2.8	2	6	-0.4	6	-0.1	-1.6	2	0.1
CCOc1ccccc1C(=O)N(C)Cc1cc2ccccc2[nH]c1=O	-6	0.2	1.8	-6	-14	-1.2	3	-1.1	-2.1	-1	-0.1
O=C(Nc1csc(Cc2c(Cl)cccc2Cl)n1)NN1CCOCC1	7	-0.7	1.1	0	14	-0.9	8	-0.3	-2.1	3	-3.0
Cc1ccc(F)c(S(=O)(=O)NC(=O)C2(C)CCN2C(=O)CCc2ccccc2)c1 (stereo unspecified)	3	0.5	0.5	0	3	-1.1	-5	nt	-1.4	2	-1.4
O=C(COC(=O)[C@H](Cc1c[nH]c2ccccc12)NC(=O)c1ccc(Cl)cc1)Nc1ccc2c(c1)OCO2	-5	1.2	3.3	13*	15	0.3	-79	1.3	1.5	1	11*
O=C(c1cc2ccccc2oc1=O)N(Cc1cccs1)CC1CCCO1 (stereo unspecified)	5	0.1	3.3	-1	-3	-0.5	4	-0.4	0.1	0	1.0
Cc1nn(C)c(Oc2ccccc2)c1CCNC(=O)CC(C)C	2	0.2	1.4	0	0	-1.0	5	0.0	0.6	5	3.5
COC(=O)CN1C(=O)C(O)=C(C(C)=O)C1c1ccc([N+](=O)[O-])cc1 (stereo unspecified)	14*	-0.4	0.8	4	8	-0.8	4	0.0	-0.5	11*	0.6
CC(C)NC(=O)NC(=O)COC(=O)c1cccc(S(=O)(=O)N2CCCCC2)c1	1	-0.2	2.3	-1	2	0.1	-7	0.9	0.3	2	-1.4
Cc1ccc(OCCC(=O)Nc2ccc(C)c(S(=O)(=O)N3CCOCC3)c2)cc1	-3	-0.8	-0.8	5	5	-1.1	-26	-1.1	-1.9	2	-0.8
O=C(OCCC12CC3CC(CC(C3)C1)C2)c1ccc(NCc2cc(O)ccc2O)cc1	-3	-4.7	-7.7	4	-6	-2.8	21*	-4.6	-6.8	0	-18
CC(=O)NCCOc1ccc2oc3ccccc3c2c1	-1	0.3	1.1	-1	-5	-0.6	-9	1.3	-0.5	3	4.8
O=C(CSc1ccc2c(c1)OCCO2)Nc1ncccc1O	-14	0.8	-1.4	-6	-20	-0.6	7	-0.1	0.1	-8	6.1
O=C(O)C(=Cc1cccc([N+](=O)[O-])c1)c1ccc(Cl)cc1	-4	-0.3	0.9	-1	-7	-0.9	4	-1.9	0.7	-3	0.2

An unsorted share of the library, and some 6.9% of all compounds hit somewhere here.
